ERAP1 HTS inh – ERAP1 (human) enzyme inhibition; inhibition, % at 10.7 µM; AID 652197; recombinant ERAP1, Leu-AMC fluorescence, 60 min; actives 0.15% (n = 340,000);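 active = mean replicate inhibition of at least 30%, or all replicates individually reaching that 30% level; inactive = mean below 30% and not every replicate reaching it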;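 also: 0% = neutral control wells and 100% = L-leucinethiol positive control wells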
Target sequence (Q9NZ08 whole entry, looked up): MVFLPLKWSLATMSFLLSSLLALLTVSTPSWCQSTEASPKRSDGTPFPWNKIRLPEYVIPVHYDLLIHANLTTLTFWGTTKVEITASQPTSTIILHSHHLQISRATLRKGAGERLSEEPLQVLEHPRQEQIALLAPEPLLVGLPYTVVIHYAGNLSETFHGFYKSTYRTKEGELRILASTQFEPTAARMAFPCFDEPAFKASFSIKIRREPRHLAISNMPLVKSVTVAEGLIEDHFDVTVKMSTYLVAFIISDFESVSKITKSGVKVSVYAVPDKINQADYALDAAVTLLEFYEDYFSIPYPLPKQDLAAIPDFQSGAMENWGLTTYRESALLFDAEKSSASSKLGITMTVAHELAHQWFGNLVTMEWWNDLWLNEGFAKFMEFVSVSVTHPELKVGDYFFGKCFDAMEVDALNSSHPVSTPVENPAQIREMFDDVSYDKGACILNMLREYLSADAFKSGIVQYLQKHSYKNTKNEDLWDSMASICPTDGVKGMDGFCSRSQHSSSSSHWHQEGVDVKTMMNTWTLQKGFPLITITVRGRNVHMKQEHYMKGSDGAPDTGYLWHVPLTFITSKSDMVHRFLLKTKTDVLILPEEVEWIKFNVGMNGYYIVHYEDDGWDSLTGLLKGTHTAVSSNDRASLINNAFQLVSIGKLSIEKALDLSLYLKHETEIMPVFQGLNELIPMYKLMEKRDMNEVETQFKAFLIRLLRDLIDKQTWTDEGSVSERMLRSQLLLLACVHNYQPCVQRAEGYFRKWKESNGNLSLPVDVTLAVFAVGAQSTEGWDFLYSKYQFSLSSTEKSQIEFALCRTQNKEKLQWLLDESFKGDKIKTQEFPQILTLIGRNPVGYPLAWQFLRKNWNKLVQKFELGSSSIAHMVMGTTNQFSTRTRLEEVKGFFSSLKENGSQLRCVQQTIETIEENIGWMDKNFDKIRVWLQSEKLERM
SIRT5 inh – sirtuin-5 (human) deacylase inhibition | Q9NXA8 | Purified SirT5, succinyl-peptide AMC, trypsin-coupled fluorescence | inhibition, % at 15 µM | actives 1.1% (n = 330,000); in the data active = inhibition above about 15%
LGR2 inh – Drosophila LGR2 receptor signaling inhibition | HEK293 LGR2, CRE-luciferase, bursicon-stimulated, 4 h | inhibition, % at 9.99 µM | actives 0.35% (n = 380,000) | AID 720647;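 active = drop in luminescence signal, shown as inhibition above about 50% in the replicate tests, limit read from the data, passing the limit was not always enough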;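 also: agonist challenge used bursicon conditioned medium at about half maximal strength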
S100A4 inh HTS – inhibitors of human S100A4 binding to myosin IIA peptide; P26447; S100A4/TAMRA-MyoIIA peptide fluorescence polarization; inhibition, % at 10.7 µM; actives 0.14% (n = 360,000); AID 652163;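 active = mean inhibition of at least 70% across replicates, with every replicate also reaching that level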
Target sequence (P26447 whole entry, looked up): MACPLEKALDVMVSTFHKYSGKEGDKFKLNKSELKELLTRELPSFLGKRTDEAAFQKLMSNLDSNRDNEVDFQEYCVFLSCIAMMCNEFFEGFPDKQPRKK
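System – human S100A4 monomer protein, biochemical binding assay · Buffer or medium – Calcium-containing HEPES buffer, pH 7.2 · Timing – 5 min between mix addition and reading · Also added – TAMRA-labelled myosin IIA heavy-chain peptide probe, 5 nM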
PGC1a acetyl inh – modulators of PGC1a acetylation; U2OS PGC1a acetylation, AlphaScreen anti-acetyl-lysine; with virally co-expressed GCN5 acetyltransferase; inhibition, % at 15.6 µM; actives 0.17% (n = 350,000); AID 651687;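 active = every replicate shows inhibition of at least 40%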;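 also: 0% = neutral control wells and 100% = positive control wells; some results beyond the cut were filed as inactive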
XiGFP reactiv – activators of X-chromosome reactivation in mouse fibroblasts; actives 0.055% (n = 360,000); activation, % at 7.58 µM; XiGFP mouse fibroblasts, % GFP-positive cells imaging, 3 d; cells co-treated with 5-aza-dC sensitizer; scaled so ellipticine positive control = 100%; AID 743238;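 active = mean normalized replicate activation at least 10% and every replicate at or above 10%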;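 also: 0% = median of on-plate neutral control wells and 100% = ellipticine 6 µM median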
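assay system = SV40-immortalized XiGFP fibroblast cells, line 68-5-11 | buffer or medium = DMEM plus 5-aza-dC sensitizer | doses = single-point pinned compound dosing | times = 3-day compound exposure, then 15 min fixation at room temperature | benchmarks = positive control ellipticine, 6 µM final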
Cneo AK release – causes C. neoformans cell lysis; lysis activity, % at 15 µM; actives 0.2% (n = 360,000); adenylate kinase release luminescence, 4 h; normalised: neutral wells 0, clomiphene wells 100;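 active = mean lysis activity across replicates of at least 80%, whatever share of replicates individually reach that level; inactive = mean lysis activity below 80%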
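Schedule: static 4 h at 37 °C with compound, 1 h detection; system: C. neoformans cells; benchmarks: Clomiphene as positive control; buffer or medium: fresh YPD medium; measure: luminescence rise reflecting yeast cell lysis; measured by: luminescent adenylate kinase detection reagent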
Statin myotox sup – suppressors of simvastatin-induced myotoxicity in C2C12 myotubes | actives 0.78% (n = 330,000) | rescue of ATP level, % at 7.49 µM | ATP luminescence, 48 h; scaled: DMSO 0, geranylgeraniol control 100 | AID 602340;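 active = mean ATP rescue above about 67%, or every replicate alone reaching that limit, limit read from the data, passing the limit was not always enough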;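 also: myotubes were challenged with 10 µM simvastatin during compound exposure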
* hit, by the source's call; . = no result given.

mol	ERAP1 HTS inh	SIRT5 inh	LGR2 inh	S100A4 inh HTS	PGC1a acetyl inh	XiGFP reactiv	Cneo AK release	Statin myotox sup
Cc1ccc(-n2nc3c(c2NC(=O)c2ccco2)CS(=O)(=O)C3)c(C)c1	-3	-2	-9	1	-1	0.0	3	7
C[C@@H]1CCCCO[C@H](CN(C)S(=O)(=O)c2ccccc2)[C@H](C)CN([C@@H](C)CO)C(=O)c2cc(NC(=O)CCC(F)(F)F)ccc2O1	0	1	12	2	-8	0.4	0	.
CCOC(=O)C1CCN(S(=O)(=O)c2ccc(NC(=O)c3ccco3)cc2)CC1	6	-3	14	-1	1	0.9	2	6
CCN1C(=O)N(S(=O)(=O)c2ccc(C)cc2)[C@@H](c2ccccc2)C(C(=O)OC)=C1C	0	.	9	1	.	0.1	-1	-1
O=C(NCCc1ccccc1)[C@H]1[C@H](CO)[C@H]2Cn3c(ccc(-c4cccc(F)c4)c3=O)[C@@H]1N2	0	-24	7	10	.	0.3	-2	-5
COc1ccccc1-c1cnc2c(c1)C(=O)N([C@H](C)CO)C[C@@H](C)[C@@H](CN(C)C(=O)c1ccccc1)O2	6	0	-7	-10	-3	-1.2	-1	4
O=C(O)c1ccc(NS(=O)(=O)c2ccc(Cl)c(C(=O)Nc3ccccc3)c2)cc1	2	0	-2	2	-3	0.1	-2	-1
CCNC(=O)C[C@H]1CC[C@H]2[C@@H](COC[C@@H](O)CN2C(=O)C2CCCC2)O1	3	1	-13	-23	9	0.1	-2	1
CCOc1ccc2[nH]c(=O)c(C(c3nnnn3Cc3ccco3)N3CCN(C)CC3)cc2c1 (centres undefined)	6	0	-17	-7	2	0.1	.	.
FC(F)(F)C(Oc1nc(Nc2ccc(Cl)cc2)nc(N2CCOCC2)n1)C(F)(F)F	-1	-1	15	-1	.	.	9	-13
Cc1ccccc1S(=O)(=O)Cc1ccc(C(=O)N2CCN(C3CCCCC3)CC2)o1	.	.	1	0	7	0.0	-1	-10
COC(=O)CCCC1=CC2=CC(=O)C(C)(OC(=O)c3cccs3)C(=O)C2=CN1C1CCCCC1 (centres undefined)	1	-3	-7	3	4	0.0	-4	-6
COc1ccccc1NC(=O)N[C@@H]1CC[C@H](CCn2cc(C3(O)CCCC3)nn2)O[C@@H]1CO	-6	-2	-8	-9	1	-0.5	-1	8
CC=Cc1ccc2n(c1=O)C[C@@H]1[C@@H](CO)[C@H](C(=O)N3CCOCC3)N(CC3CC3)[C@H]21 (mixture of isomers)	2	0	-4	13	.	0.3	47	-3
COc1ccc(C2OC(=O)CC2C(=O)NCc2ccc(Cl)cc2)cc1OC (centres undefined)	-3	-2	-85	-4	.	0.0	-1	-4
C[C@H]1CN([C@@H](C)CO)C(=O)Cc2cc(NC(=O)Cn3cnnn3)ccc2O[C@H]1CN(C)S(=O)(=O)c1ccccc1	7	1	-15	4	-2	0.0	60	20
Cc1cccc(C(C(=O)NC2CCCCC2)N(C(=O)c2csnn2)C2CC2)c1 (centres undefined)	-4	1	9	-5	-11	0.2	-1	.
CCN(CC(=O)NC1CCS(=O)(=O)C1)S(=O)(=O)c1ccc2ccccc2c1 (centres undefined)	-2	-4	.	6	22	-0.2	0	.
COCC#Cc1ccc2c(c1)O[C@H](CN(C)CC1CCOCC1)[C@@H](C)CN([C@@H](C)CO)S2(=O)=O	1	-2	-20	3	14	0.6	-1	-33
Cc1ccc(/C=C/C(=O)NCCCn2ccnc2)cc1	-6	-5	-30	7	-7	0.0	.	.
CCCNC(=O)c1cc(-c2ccc(Br)cc2)on1	.	.	-33	.	9	.	4	41
C[C@@H]1CN([C@H](C)CO)C(=O)c2cc(C#CC(C)(C)O)cnc2O[C@@H]1CN(C)Cc1cncnc1	2	-1	11	6	5	-0.9	85*	-17
COC1=CC(=O)OC(C)(c2ccccc2)C1 (centres undefined)	-1	-3	-22	-10	8	0.1	1	1
CCn1cc(C(=O)NC(=S)Nc2ccccc2Br)cn1	-3	-2	-26	-25	.	0.0	6	.
OC(c1ccc(Cl)cc1)c1ncc(-c2cccc(F)c2)[nH]1 (centres undefined)	3	-1	-5	-3	.	-0.2	1	.
COc1ccccc1Cn1c(=S)[nH]c2cc(C(=O)N3CCN(C)CC3)ccc2c1=O	-1	3	3	-2	-14	.	-1	.
COc1ccc(OCC(O)CNC(=O)Nc2cc(C)cc(C)c2)cc1 (centres undefined)	.	.	-2	0	-3	0.0	.	.
CCc1nc2ccc(C(=O)Nc3cccc(NS(C)(=O)=O)c3)cn2c1N(C)CCCc1ccccc1	-9	1	-10	-2	-5	-0.1	1	-2
CC(C)c1ccc(CN(C(=O)c2ccco2)C2CCS(=O)(=O)C2)cc1 (centres undefined)	-3	.	-2	-1	-7	0.0	1	.
Cc1noc(C)c1NC(=O)Nc1ccc2c(c1)CC(=O)N([C@@H](C)CO)C[C@@H](C)[C@H](CN(C)S(C)(=O)=O)O2	1	.	9	-9	4	-0.1	.	.
COc1ccc(CNC(=O)COc2ccc(C)nc2[N+](=O)[O-])cc1	2	1	12	-2	1	0.1	.	.
C[C@H](CO)N1C[C@H](C)[C@H](CN(C)C(=O)NC2CCCCC2)Oc2ccc(NS(=O)(=O)c3cn(C)cn3)cc2C1=O	3	-3	2	4	4	0.0	54	-21
CCCN(C)C[C@H]1OCCCC[C@H](C)Oc2ccc(NC(=O)Nc3ccc(F)cc3)cc2C(=O)N([C@@H](C)CO)C[C@H]1C	.	.	5	.	-6	0.0	.	13
O=C(c1ccc(-c2ccc([N+](=O)[O-])cc2Cl)o1)N1CCOCC1	2	2	-54	-3	-6	0.0	.	.
O=C(COC(=O)CNC(=O)c1ccc(Cl)cc1)Nc1ccc(Cl)cn1	-9	0	-4	-4	-24	0.0	0	7
CCn1cc(C(=O)NN)c(=O)c2cc(F)c(N3CCCCC3)cc21	-1	-2	-2	-2	-9	0.1	-1	11
CCCNC(=O)N(C)C[C@H]1Oc2cc(C#Cc3ccccn3)ccc2S(=O)(=O)N([C@@H](C)CO)C[C@H]1C	1	-3	12	6	10	0.1	0	.
O=C(NC(O)C(=O)c1ccccc1)c1cccs1 (centres undefined)	.	.	-9	-3	-8	-0.2	-1	-12
Nc1nc(Cl)cc(-c2ccccc2)n1	-4	2	-17	-2	3	0.0	.	.
CC(C)CC#Cc1cnc2c(c1)C(=O)N([C@@H](C)CO)C[C@H](C)[C@H](CN(C)C(=O)c1cccnc1)O2	-1	-2	-10	-2	2	0.0	4	-7
O=C(O)c1cc(N2CCCCC2)nc2ccccc12	0	.	.	-1	17	0.0	-4	18
Cc1cccc(C2(c3cccc(C)c3)CC2C(=O)NCC2CCCO2)c1 (centres undefined)	-4	0	29	5	.	0.1	1	.
O=C(c1ccccc1)N1CC(=O)N2[C@H](CO)[C@H](c3ccc(C#CC4CC4)cc3)[C@@H]2C1	2	-7	11	-35	5	0.4	.	.
Cc1ccc(C(=O)N/C(=C/c2cccc([N+](=O)[O-])c2)C(=O)NC(C)C)cc1	-2	1	.	2	.	-0.1	.	.
C[C@H]1CN([C@@H](C)CO)C(=O)c2ccccc2-c2ccccc2CO[C@H]1CN(C)C(=O)Nc1cccc(Cl)c1Cl	-1	-2	-6	-12	-1	0.1	.	.
COc1ccc(Cl)cc1NC(=O)COc1ccc2c(c1)OCO2	-1	-12	4	-3	7	0.0	-1	5
Cc1noc(C)c1NC(=O)N1C[C@@H](O)COC[C@H]2O[C@H](CC(=O)NCC3CC3)CC[C@@H]21	1	2	-4	3	7	0.2	-2	-3
COc1ccc(CN2C[C@@H](CO)O[C@@H](n3cnc4c(NC5CCC5)ncnc43)C2)cc1	0	-2	0	-7	.	0.2	0	-6
CSc1nnc2c(n1)OC1(Nc3ccccc3-2)C(=O)Nc2ccccc21 (centres undefined)	0	2	1	-6	15	0.0	.	.
O=C(CSc1nc2ccccc2c(=O)n1CCCO)N1CCc2ccccc21	-2	-3	.	0	.	2.4	-1	3

No new results follow: entries from further up.
mol	ERAP1 HTS inh	SIRT5 inh	LGR2 inh	S100A4 inh HTS	PGC1a acetyl inh	XiGFP reactiv	Cneo AK release	Statin myotox sup
CSc1nnc2c(n1)OC1(Nc3ccccc3-2)C(=O)Nc2ccccc21 (centres undefined)	0	2	1	-6	15	0.0	.	.
O=C(CSc1nc2ccccc2c(=O)n1CCCO)N1CCc2ccccc21	-2	-3	.	0	.	2.4	-1	3

Continuation.
mol	ERAP1 HTS inh	SIRT5 inh	LGR2 inh	S100A4 inh HTS	PGC1a acetyl inh	XiGFP reactiv	Cneo AK release	Statin myotox sup
COc1cccc(S(=O)(=O)c2nc(C)c3c(n2)CCC3)c1	2	1	10	2	-9	0.0	.	.
C/C=C/c1cnc2c(c1)C(=O)N([C@@H](C)CO)C[C@@H](C)[C@@H](CN(C)Cc1ccc3c(c1)OCO3)O2	-2	-1	-2	14	1	-1.4	-7	-1
CC1(C)OC(=O)C2=C(CC(c3ccccc3)OC2CCc2ccccc2)O1 (centres undefined)	17	-4	5	-3	-13	0.7	0	6
Cc1ccc(/C=N/NC(=O)c2ccccc2OCc2cccc(Br)c2)o1	7	1	11	-5	3	0.1	.	.
COc1ccc(NS(=O)(=O)c2ccc3[nH]c(=O)[nH]c3c2)cc1	0	-2	2	-2	5	-0.1	1	10
O=C(O)c1ccc(NS(=O)(=O)c2ccc3c(c2)C2C=CCC2C(c2ccccc2F)N3)cc1 (centres undefined)	6	51*	-3	-3	6	0.0	.	.
Cc1cccc(C(=O)n2c(=S)nc3cc(C)ccn32)c1	.	.	80*	3	13	0.0	.	-13
CCC(=O)N1CCC2(CC1)CN(Cc1cc(F)ccc1F)[C@@H](CO)c1c2c2ccc(OC)cc2n1C	5	1	-10	9	-6	0.2	.	.
CCC(=O)c1ccc(O)c(OC)c1	0	-1	-4	-8	-9	.	1	-21
COc1ccc2nc(NC(=O)C3CC(=O)N(c4ccc5c(c4)OCCO5)C3)sc2c1 (centres undefined)	0	-1	14	-4	.	0.3	.	-3
O=S(=O)(c1ccc(F)c(F)c1)N1CCC2(CC1)OCCO2	6	1	-9	3	-1	0.0	0	.
O=C(C[C@H]1C=C[C@H](NC(=O)C2CC2)[C@@H](CO)O1)NC1CCC1	-1	1	-3	10	-5	1.3	7	-14
O=C(CCc1c[nH]c2ccccc12)OCc1cccc([N+](=O)[O-])c1	-1	0	2	0	.	0.0	0	-6
O=C(c1cnn2c(C(F)F)cc(-c3ccccc3)nc12)N1CCN(Cc2ccc3c(c2)OCO3)CC1	-5	4	4	-3	.	0.0	-1	.
CSc1nc(C)c(Cc2c(F)cccc2Cl)c(=O)[nH]1	.	-6	7	4	5	0.0	1	-4
Cc1cccc(C(=O)NCCCNC(=O)c2ccco2)c1	-2	-10	7	0	.	0.0	-4	16
CN(Cc1cccc(-n2cccn2)c1)C(=O)CCc1nnc(C2CCCCC2)o1	1	-2	-24	2	-20	0.1	.	.
CCOC(=O)c1c(NC(=O)COC(=O)c2cccc([N+](=O)[O-])c2)sc(C(=O)N(C)C)c1C	0	.	.	4	-3	0.1	9	-1
Cc1ccc(C(=O)n2nc(-c3ccccc3)nc2NCc2ccco2)cc1	-5	-4	-23	-4	9	.	0	-3

Bioassay records (PubChem BioAssay)

The list is partial. The share of hits here may be higher or lower than overall.
